ELG1 repair inh: inhibitors of ELG1-dependent DNA repair in HEK293T cells. Potency, µM (top dose mostly 46.1 µM), for the others: at the top dose activity change, negative = inhibition, hits mostly inhibitors. HEK293T ELG1-luciferase reporter, luminescence, 16 h; DNA damage induced by 5-fluorouridine. 330,000 compounds, 2.3% hits; also: potency is read from the fitted curve at half-maximal effect; % is scaled to controls: 0 for no effect and ±100 for the full control effect; nearly all actives have a fitted effect of over 55% in size
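Luminescence from the luciferase reporter, measured 30 min after ONE-Glo reagent at room temperature, was the read-out. Beforehand, 2,000 cells per well were exposed for 16 hr at 37 °C to 5-fluorouridine together with compound or vehicle.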
Tb PFK block: inhibitors of T. brucei phosphofructokinase; 330,000 compounds, 0.17% hits; T. brucei PFK, ADP-Glo luminescence; Potency, µM (highest dose often 57.5 µM), for the others: top-dose activity, negative = inhibition, most hits filed as inhibitors; AID 485367;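 also: potency is read from the fitted curve at half-maximal effect; 0% = uninhibited 1x PFK enzyme wells and -100% = no-enzyme wells; nearly all actives have a fitted effect of over 60% in size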
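ADP-Glo luminescence quantified ADP after 45 min at room temperature, with 1.25 nM T. brucei PFK, 0.1 mM ATP and 0.5 mM fructose-6-phosphate in pH 8.0 TEA buffer. qHTS titrations up to 57 µM; curves classified by quality.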
Mito fusion yeast: mitochondrial division inhibition or fusion activation | 320,000 compounds, 0.23% hits | S. cerevisiae fusion-defective mutant growth rescue, CellTiterGlo 48 h | Potency, µM (titrated, usually from 46.1 µM), for the others: at the top dose growth rescue (activation), hits mostly activators;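 also: potency is read from the fitted curve at half-maximal effect; % of control where 0% means no effect; nearly all actives have a fitted effect of over 45% in size; temperature-sensitive fusion mutants such as fzo1-1 at 37 °C on non-fermentable ethanol glycerol medium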
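Read-out: ATP-based luminescence (CellTiterGlo, 10 min ambient) reporting growth of fusion-defective ts yeast after 48 hours at 37C on glycerol/ethanol YPEG medium in the presence of compound.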
USP2a block: inhibitors of human ubiquitin-specific protease USP2a | O75604 | 330,000 compounds, 0.01% hits | Potency, µM (titrated, usually from 38.3 µM), without a hit: at the highest dose activity change, negative = inhibition, hits mostly inhibitors | USP2 core, Ub-CHOP2 coupled fluorogenic reporter, 485/531;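 also: potency is read from the fitted curve at half-maximal effect; plate controls were DMSO wells for no effect and full inhibition by NEM control for full effect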
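USP2 core (10nM final) preincubated 30min RT with compound in 20mM Tris-HCl pH 8.0, 2mM CaCl2, 2mM beta-mercaptoethanol, 0.05% CHAPS; 25nM Ub-CHOP2 plus 25nM reporter substrate added, fluorescence (Ex485/Em531) read after 60min.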
TCR act: activates T cell receptor signaling; primary human leukocytes, anti-CD3, IL-2 HTRF, 48 h; Potency, µM (highest dose often 9.22 µM), inactives show at the highest dose activation of IL-2 secretion, most hits filed as activators; 330,000 tested, under 10 active; AID 504894; also: % of control where 0% means no effect
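48 hr co-incubation of compounds, a-CD3 beads and primary human leukocytes; IL-2 quantified homogeneously by HTRF with anti-IL-2 K and d2 conjugates.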
Eya2 phos inh: inhibitors of human Eya2 phosphatase activity | O00167 | recombinant Eya2, OMFP fluorescence dephosphorylation (OMFP is methylfluorescein phosphate) | Potency, µM (titrated, usually from 76.9 µM), without a hit: at the top dose activity, negative = inhibition, usual class: inhibitors | 330,000 compounds, 0.006% hits | AID 488837; also: potency is read from the fitted curve at half-maximal effect; % is scaled to controls: 0 for no effect and ±100 for the full control effect
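Eya2 protein (added as 0.2 uM solution) was preincubated with compound for 10 min at ambient temperature in 50 mM HEPES pH 7.5, 50 mM NaCl, 5 uM MgCl2, 0.05% BSA, 1 mM DTT. OMFP (added at 50 uM) then reacted 10 min; fluorescence read at 485/525 nm.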
PTAP TSG101 blk: blocks PTAP/TSG101 interaction to inhibit HIV-1 budding. Fluorescence polarization, FITC-PTAP peptide / Tsg101 binding. AID 493005. 340,000 tested, under 10 active. Potency, µM (series often up to 115 µM), inactives show at the highest dose activity change, negative = inhibition, most hits filed as inhibitors; active = well fitted inhibition curve with a large enough effect in the main read-out, with a control signal flat, not every such curve was filed as active; inconclusive = small, poorly fitted or top-dose-only effect, or effect the other way, or a change in a side signal; inactive = no such curve, though single readings can be large or run the other way; also: potency is read from the fitted curve at half-maximal effect; % of control where 0% means no effect
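Steps: Tsg101 binding domain dispensed (10 uM final), compounds pinned in DMSO, FITC-labeled PTAP-motif peptide added (50 nM final); after 20 min binding at room temperature, polarization measured.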
uPA surface inh: blocks generation of uPA at the cell surface | 330,000 compounds, 0.31% hits | Potency, µM (top dose mostly 38.3 µM), inactives show top-dose activity change, negative = inhibition, usual class: inhibitors | cell surface uPA generation assay, qHTS; active = well fitted inhibition curve with a large enough effect; inconclusive = small, poorly fitted or top-dose-only effect; inactive = no such curve, though single readings can be large or run the other way; tested in mouse RAW 264.7 cells; also: potency is read from the fitted curve at half-maximal effect; % is scaled to controls: 0 for no effect and ±100 for the full control effect; nearly all actives have a fitted effect of over 55% in size
B2AR arrestin: agonists driving beta-arrestin recruitment to human beta2-adrenergic receptor. 330,000 compounds, 0.02% hits. Potency, µM (highest dose often 46.1 µM), without a hit: at the top dose activation, usual class: activators. beta-arrestin recruitment to beta2AR, cell-based reporter;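 also: potency is read from the fitted curve at half-maximal effect; 0% = DMSO controls and full agonism = EC100 isoproterenol or metaproterenol; nearly all actives have a fitted effect of over 65% in size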
TSHR antagonist: antagonists of human thyroid stimulating hormone receptor | activity change, negative = inhibition, % at 11.5 µM | AID 504810 | P16473 | 330,000 compounds, 0.2% hits | TSHR-expressing cells, TSH-stimulated cAMP HTRF, 2 h; stronger effect = lower value;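 active = activity change below a set negative limit, meaning inhibition stronger than a set level, cut at about -70% in these data; inconclusive = activity change between two set negative limits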; also: % is scaled to controls: 0 for no effect and ±100 for the full control effect
Target sequence (P16473 whole entry, looked up): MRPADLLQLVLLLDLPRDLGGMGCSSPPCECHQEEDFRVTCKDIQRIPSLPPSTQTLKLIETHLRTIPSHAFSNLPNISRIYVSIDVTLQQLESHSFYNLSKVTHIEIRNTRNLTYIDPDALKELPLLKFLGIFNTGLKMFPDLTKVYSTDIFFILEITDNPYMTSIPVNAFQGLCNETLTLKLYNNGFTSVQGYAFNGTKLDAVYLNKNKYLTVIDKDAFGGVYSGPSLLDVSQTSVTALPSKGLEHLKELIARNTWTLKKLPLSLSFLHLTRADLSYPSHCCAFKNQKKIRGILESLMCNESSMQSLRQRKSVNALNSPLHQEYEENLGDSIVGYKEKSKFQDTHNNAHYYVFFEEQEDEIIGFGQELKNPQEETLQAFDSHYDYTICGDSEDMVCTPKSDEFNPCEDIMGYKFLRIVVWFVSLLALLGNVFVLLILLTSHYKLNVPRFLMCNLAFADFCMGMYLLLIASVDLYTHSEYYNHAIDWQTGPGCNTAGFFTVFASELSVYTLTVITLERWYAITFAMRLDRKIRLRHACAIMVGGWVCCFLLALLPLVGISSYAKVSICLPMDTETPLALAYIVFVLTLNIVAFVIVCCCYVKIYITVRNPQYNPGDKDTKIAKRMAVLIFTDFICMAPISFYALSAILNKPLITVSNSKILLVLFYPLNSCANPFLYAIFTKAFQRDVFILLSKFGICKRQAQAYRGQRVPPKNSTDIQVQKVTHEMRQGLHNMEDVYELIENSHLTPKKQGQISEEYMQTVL
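Inhibition of cAMP made by TSHR-expressing cells under TSH stimulation (4nM final, EC80; 2 h, 37 deg C) is quantified with a one-step lysis HTRF kit, anti-cAMP cryptate versus cAMP-d2.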
BCR signal inh: inhibitors of chronic active B-cell receptor signaling. ABC-DLBCL IkBa-CBG/CBR reporter, luminescence ratio, 4 h. Potency, µM (highest dose often 46.1 µM), without a hit: at the top dose ratio change, negative = lower green/red ratio, hits mostly inhibitors. 340,000 compounds, 0.05% hits. AID 493014; active = well fitted inhibition curve with a large enough effect in the signal ratio, with a control signal flat, not every such curve was filed as active; inconclusive = small, poorly fitted or top-dose-only effect, or effect the other way, or a change in a side signal; the % refers to the signal ratio;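 also: potency is read from the fitted curve at half-maximal effect; plate controls were basal doxycycline-induced cells for no effect and cells given 10 µM MG132 for full effect; MG132 reads +100%, hits lower the ratio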
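Doxycycline induced both beetle luciferases in TMD8 lymphoma cells; IKK-driven degradation limits the IkappaBalpha-fused green signal, while red luminescence normalises for cell number and nonspecific effects. Compounds tested up to 46 uM, 4 hrs.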
Active calls of the source: *; ? = inconclusive; . = no result given; [ ] = another dose, or the depositor's remark. Unless noted, calls follow the shape of the dose curve; as a rule, active = well fitted curve in the direction sought with a large enough effect; inconclusive = small, poorly fitted or top-dose-only effect, or another doubt; inactive = no such curve, though single readings can be large; an effect the other way counts as inactive or inconclusive. The order is random, and some 3% of all compounds hit somewhere here.

SMILES | ELG1 repair inh | Tb PFK block | Mito fusion yeast | USP2a block | TCR act | Eya2 phos inh | PTAP TSG101 blk | uPA surface inh | B2AR arrestin | TSHR antagonist | BCR signal inh
CC(C)c1ccccc1NC(=O)Cn1c(/C=C/c2ccccc2)nc2ccccc21 | ? | -2% | 11% | 1% | -4% | 12% | -1% | 5% | 0.7% | 1 | -3%
N#Cc1nc(COc2ccc(F)cc2)oc1NCCCn1ccnc1 | -1% | 0% | 0% | 5% | 1% | -12% | -6% | -1% | -0.8% | -9 | -2%
Cc1cc(=O)[nH]c(N2CCCNCC2)n1 | -1% | -3% | 2% | 0% | -3% | 11% | -1% | 3% | -0.2% | -1 | 6%
COCc1cc(N2CCCCC2)nc(-c2ccccc2)n1 | 9% | 0% | -2% | -5% | 3% | 8% | -1% | 1% | -0.1% | 7 | 1%
OCCOc1nnnn1-c1ccccc1 | 0% | 0% | -7% | 0% | 2% | 12% | 4% | 16% | 0.0% | 6 | 2%
C#CCSc1nc(-c2cccs2)ccc1C#N | -19% | 0% | 7% | 0% | 0% | -18% | -5% | -3% | -0.2% | -6 | 2%
Cc1ccsc1CN1CCC(C(=O)NCc2ccccc2Cl)CC1 | 6% | -10% | . | 3% | -1%[46.1 µM] | -2% | 0% | 0% | -1.2% | 34 | 2%
Cc1noc(C)c1CSc1nnc2ccc3ccccc3n12 | 18% | -4% | 12% | 0% | -1% | 4% | -10% | . | -0.3% | -5 | ?
COc1ccc(S(=O)(=O)N(C)CC(=O)NCc2cccnc2)cc1Cl | 0% | -4% | 5% | 2% | -2% | 6% | -6% | . | 0.0% | -1 | 9%
CC(NC(=O)c1ccc2c(=O)n3c(nc2c1)CCCCC3)c1ccccc1 (configuration not stated) | -10% | 11% | -2% | 1% | . | 6% | 2% | 1% | -0.1% | -6 | 2%
Cc1ccc(/C=N/NC(=O)c2nn(C)cc2Cl)cc1 | ? | -2% | 4% | 1% | 1%[46.1 µM] | -8% | -3% | -5% | -0.3% | -1 | ?
CCN(CC)S(=O)(=O)c1ccc(N2CCCC2)c(NC(=O)c2ccc([N+](=O)[O-])o2)c1 | ? | 0% | . | 2% | -2% | -32% | -1% | -10% | -1.0% | 7 | -10%
O=C(NCc1ccco1)c1ccc2c(c1)N(Cc1ccccc1)C(=O)CS2 | ? | -5% | 5% | 0% | 1% | -16% | -2% | 4% | -0.1% | -17 | 11%
COc1cc(-c2nnc(SCC(=O)c3ccc(C)cc3)o2)cc(OC)c1OC | ? | 0% | 0% | 0% | 7% | 4% | 6% | 8% | -1.9% | -21 | ?
COc1ccc(C2CC(=O)N3CN(Cc4ccco4)CSC3=C2C#N)cc1 (configuration not stated) | -10% | -18% | -1% | -2% | -12% | 0% | -6% | 0% | 0.3% | 0 | 2%
Nn1c(Cc2cccc3ccccc23)nnc1SCc1c(F)cccc1Cl | 10% | 1% | 3% | -1% | 2%[46.1 µM] | 3% | -6% | 3% | -0.3% | 11 | 5%
CCc1cccc2c(SC(C)C(=O)NCC3CCCO3)nc(-c3ccccc3)nc12 (configuration not stated) | -1% | 5% | -3% | 0% | -10% | 11% | -9% | 6% | 0.2% | -3 | 2%
CCn1c(=O)c(C(=O)CC#N)c(N)n(Cc2ccccc2)c1=O | -15% | -8% | 8% | 0% | 7% | -25% | 2% | 14% | -1.0% | 0 | 12%
CCOc1ccc(-n2nc3cc(C)c(N)cc3n2)cc1 | ? | 1% | 1% | 1% | -1% | -1% | -3% | ? | 0.4% | -13 | ?
O=C(COc1ccccc1)NNc1c2ccccc2nc2ccccc12 | 21µM* | 4% | 8% | -1% | 2% | -12% | -5% | -4% | -1.6% | ? | ?
CCOc1cc(-c2cn(S(=O)(=O)c3cccc4nsnc34)nc2N)cc(OCC)c1OCC | ? | 0% | 0% | 0% | -1% | 5% | -7% | . | -0.1% | 47 | ?
Cc1ccc(N2CC(C(=O)N(C)CC(=O)Nc3ccc(Cl)c(C(F)(F)F)c3)CC2=O)cc1 (configuration not stated) | ? | 0% | -21% | 3% | -1% | -5% | -2% | 2% | 0.0% | 2 | -4%
CCN(CC)S(=O)(=O)c1ccc(C)c(NC(=O)CN2CCN(Cc3ccccc3)CC2)c1 | -12% | 7% | -5% | 0% | -1% | -4% | 0% | -10% | -0.3% | 15 | 4%
Cc1ccc(C)c(Cn2nnc3c(=O)[nH]c(C4CCN(C(=O)c5cccs5)CC4)nc32)c1 | ? | -4% | 1% | -10% | -2% | -19% | -8% | -10% | 0.3% | -1 | ?
Cc1cc2oc(=O)cc(CN(C)Cc3ccccc3)c2cc1C(C)C | -8% | 0% | -26% | -1% | -1% | -22% | -10% | 2% | 3.2% | -1 | 0%
The listing continues.
SMILES | ELG1 repair inh | Tb PFK block | Mito fusion yeast | USP2a block | TCR act | Eya2 phos inh | PTAP TSG101 blk | uPA surface inh | B2AR arrestin | TSHR antagonist | BCR signal inh
COc1ccc(CNC(=O)CN2C(=O)COc3ccc(S(=O)(=O)N4CCCC4)cc32)cc1 | 16% | 2% | 0% | 6% | -8% | ? | -4% | -8% | -0.1% | 13 | 2%
CC(Oc1ccc2c(-c3ccccc3)cc(=O)oc2c1)C(=O)NCc1ccccn1 (configuration not stated) | ? | -2% | -23% | -1% | -1% | -20% | -5% | -7% | 0.1% | -19 | ?
CCCOc1ccc(C2=CC(=O)C[C@H](c3ccc(OC)cc3)C2)cc1 | 10% | 0% | 25% | 3% | 1% | 5% | -1% | 7% | -0.3% | -2 | 0%
CC(OC(=O)CN1C(=O)NC2(CCCC2)C1=O)C(=O)c1ccccc1 (configuration not stated) | 9% | 0% | 0% | -1% | 0% | -18% | -6% | 4% | -0.7% | 13 | 1%
CC1(C)Cc2c(cnn2-c2ccc(F)cc2)C(NC(=O)CCC(F)(F)F)C1 (configuration not stated) | -5% | -7% | -1% | 3% | -13% | -4% | -3% | -3% | -1.2% | 21 | -1%
CCc1ccc(NC(=O)CCS(=O)(=O)c2cccc3nsnc23)cc1 | 16% | -1% | 0% | -2% | -2% | -24% | 0% | 4% | -1.0% | 6 | -8%
CCc1cc2c(=O)c(-c3nc4ccccc4n3C)coc2c(CN2CCCCC2)c1O | 0% | 0% | 0% | 1% | 0% | 17% | -1% | -3% | 0.6% | -2 | 6%
CCc1nc2ccccc2c(NC(=O)CN2CC(C)CC(C)C2)c1C (configuration not stated) | 7% | -1% | 14% | -2% | 2% | -5% | -1% | 0% | -1.1% | -1 | -8%
O=C(COC(=O)CCSc1ccccc1)Nc1ccccc1 | 0% | 2% | . | 4% | . | 5% | -6% | -9% | 0.1% | -5 | 3%
Cc1ccc(OCC(=O)N2CCCc3ccccc32)cc1 | ? | -1% | 1% | 4% | 0%[46.1 µM] | -1% | -6% | 3% | 2.9% | 7 | 3%
CC1=NNC(=O)C1CCC(=O)N/N=C/c1ccc(Cl)cc1 (configuration not stated) | 16% | -3% | -4% | -1% | -4% | 3% | 0% | 1% | -0.1% | -6 | ?
COc1ccc(CCCC(=O)NCCc2ccccc2)c(C)c1 | -2% | 4% | 1% | 1% | -1% | -20% | -4% | 6% | -1.0% | 4 | ?
COc1ccnc2c1c(=O)n(Cc1ccc(Cl)cc1Cl)c(=O)n2C | 1% | -2% | -25% | 0% | -6% | 7% | -1% | 2% | 0.0% | -14 | 4%
CN(C)C(CNC(=O)c1cccc(S(=O)(=O)N2CC3(C)CC2CC(C)(C)C3)c1)c1ccco1 (configuration not stated) | ? | -1% | -5% | 0% | -4% | 4% | -1% | 1% | 0.3% | -6 | ?
COc1ccc(OC)c(CCNC(=O)Cn2nc(C)c3c(C)n(-c4ccccc4)nc3c2=O)c1 | 7.3µM* | 0% | -2% | 3% | 3% | 12% | -4% | -5% | 0.2% | 2 | -2%
CC(=O)Nc1cccc(C(=O)Nc2ccccc2C(=O)O)c1 | 7% | -7% | -8% | 0% | -2% | 6% | 2% | -1% | 0.1% | 5 | ?
CNC(=O)c1cc2c(=O)n3cc(C)ccc3nc2n(Cc2ccco2)c1=N | 0% | -26% | -1% | -2% | . | 0% | . | . | -0.5% | -5 | 4%

High-throughput results (PubChem)
